Bioassay records from PubChem.
PG9 binder: binders of HIV-1 gp120 antibody PG9, primary screen, biochemical, TR-FRET | HIV-1 gp120 / PG9 antibody interaction | TR-FRET gp120-PG9 antibody binding | inhibition, % at 6.7 µM | 360,000 compounds, 0.43% hits; in the data active = inhibition above about 8.5%
LEDGF integ inh: blockers of LEDGF/p75-dependent integrase strand transfer – biochemical, TR-FRET, high throughput, primary screen; TR-FRET IN-LEDGF/p75 DNA integration, Eu/Cy5; inhibition, % at 3.7 µM; HIV-1 integrase (with human LEDGF/p75); 370,000 compounds, 0.64% hits;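 active = inhibition above the screen-wide mean plus 3 SD, cut at about 13% in these data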;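 note: signal is the Cy5 over europium emission ratio at 671 and 618 nm; 0% = plate median of compound wells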
MBD2 DNA inh: inhibitors of MBD2 binding to methylated DNA, primary screen, biochemical, TR-FRET, DNA-binding domain, human. Methyl-CpG-binding domain protein 2 (Homo sapiens), Q9UBB5. MBD2 binding to methylated oligonucleotide. inhibition, % at 4.4 µM. 370,000 compounds, 0.31% hits. AID 686964, 2013; in the data active = inhibition above about 13%
ABHD4 inh: ABHD4 inhibitors, primary screen, biochemical, fluorescence polarization, mouse. inhibition, % at 8.92 µM. (Lyso)-N-acylphosphatidylethanolamine lipase (Mus musculus), Q8VD66. 370,000 compounds, 0.54% hits. purified mABHD4, FP-Rh probe fluorescence polarization;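 active = inhibition exceeding the mean over every tested compound plus 3 SD, cut at about 30% in these data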;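 note: 0% = plate median of compound wells and 100% = S159A mutant with DMSO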
Target sequence (Q8VD66 whole entry, looked up): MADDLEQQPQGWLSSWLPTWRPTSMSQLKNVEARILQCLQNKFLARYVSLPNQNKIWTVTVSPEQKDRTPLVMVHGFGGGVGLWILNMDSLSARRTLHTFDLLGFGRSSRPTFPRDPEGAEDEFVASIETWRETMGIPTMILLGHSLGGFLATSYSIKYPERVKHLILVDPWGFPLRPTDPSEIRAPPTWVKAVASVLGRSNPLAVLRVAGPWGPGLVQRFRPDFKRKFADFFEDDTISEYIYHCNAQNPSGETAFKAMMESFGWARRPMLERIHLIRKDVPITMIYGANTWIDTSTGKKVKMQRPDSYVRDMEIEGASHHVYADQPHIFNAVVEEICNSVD
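Assay system: Wild-type mouse ABHD4 protein | Medium: HEPES pH 7.0 buffer, 150 mM NaCl, 0.01% Pluronic F-127 | Incubation: Enzyme–compound pre-incubation 45 min, then probe 60 min, both 25 °C | Technique: Fluorescence polarization with parallel and perpendicular emission, 525/598 nm | Evaluation: % inhibition of FP-Rh probe binding versus controls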
Rev-erbA mod: modulators of Rev-erb alpha DNA binding, primary screen, biochemical, FITC-DNA, fluorescence polarization, uHTS. Nuclear receptor subfamily 1 group D member 1 (Homo sapiens), P20393. Rev-erbα–FITC-DNA binding, 90 min. activity, % at 10 µM. 370,000 compounds, 0.79% hits;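 active = activity above about 14%, limit read from the data; passing the limit was not always enough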;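 note: 0% = DMSO wells with 35 nM protein and 100% = DMSO wells with 750 nM protein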
PRMT1 FP inh: PRMT1 methyltransferase inhibitors, primary screen, biochemical, fluorescence polarization. Protein arginine N-methyltransferase 1 (Homo sapiens), Q99873. recombinant PRMT1, activity-based probe fluorescence polarization. inhibition, % at 2.79 µM. 370,000 compounds, 1.3% hits;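 active = inhibition above about 21% made by adding two undisclosed values, limit read from the data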
Target sequence (Q99873 whole entry, looked up): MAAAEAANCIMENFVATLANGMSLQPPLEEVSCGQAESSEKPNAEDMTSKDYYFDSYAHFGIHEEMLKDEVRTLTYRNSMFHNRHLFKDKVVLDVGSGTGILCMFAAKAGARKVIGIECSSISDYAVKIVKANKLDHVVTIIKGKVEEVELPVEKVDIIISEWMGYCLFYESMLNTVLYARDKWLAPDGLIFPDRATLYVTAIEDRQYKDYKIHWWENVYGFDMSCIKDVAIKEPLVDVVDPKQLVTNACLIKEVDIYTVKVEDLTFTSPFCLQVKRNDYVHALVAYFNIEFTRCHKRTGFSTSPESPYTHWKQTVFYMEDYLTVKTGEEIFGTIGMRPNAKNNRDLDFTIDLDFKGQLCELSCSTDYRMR
rCAG binder: binders of r(CAG) RNA repeats, primary screen, biochemical, fluorescence; r(CAG) RNA repeat, TO-PRO-1 dye displacement fluorescence; inhibition, % at 3 µM; 370,000 compounds, 1.3% hits; AID 651821, 2012;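 active = inhibition above the plate cutoff, the mean of all test compounds on that plate plus 3 SD, cut at about 35% in these data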;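 note: 0% = DMSO alone and 100% = 100 µM mitoxantrone as full dye displacement; higher means more dye released from RNA so lower well fluorescence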
TCR CD3 inh: inhibitors of human TCR-CD3 interaction, primary screen, biochemical, fluorescence, TAMRA-labeled TCR probe. T-cell receptor (TCR). inhibition, % at 9.4 µM. 360,000 compounds, 0.37% hits. AID 651800, 2012; in the data active = inhibition above about 19%;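 note: recombinant mutant TCR 2C K166C tagged with TAMRA read by polarization; 0% = receptor in buffer alone and 100% = receptor with positive control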
UHRF1 binding: UHRF1 methylated DNA binding inhibitors, primary screen, counter-screen for MBD2 inhibitor project, biochemical, TR-FRET, human UHRF1, single concentration. E3 ubiquitin-protein ligase UHRF1 (Homo sapiens), Q96T88. UHRF1 binding to methylated oligo. inhibition, % at 4.4 µM. 370,000 compounds, 0.75% hits; in the data active = inhibition above about 21%;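 note: UHRF1 SRA domain binding a hemimethylated CpG hairpin DNA probe; 0% = median of test compound wells and 100% = reference inhibitor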
HTRA1 inhibitor: HTRA1 serine protease inhibitors, primary screen, biochemical, fluorescence polarization, HTS; recombinant HTRA1, FP-rhodamine activity-based probe; inhibition, % at 5.96 µM; 340,000 compounds, 0.5% hits; AID 504803, 2011; in the data active = inhibition above about 36%;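 note: 0% = enzyme with DMSO and 100% = wells lacking enzyme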
Active calls of the source: *; nt = no result given. A portion of the library; count on the stated rates, not on these rows.

Values in the order – HTRA1 inhibitor	MBD2 DNA inh	PG9 binder	LEDGF integ inh	UHRF1 binding	ABHD4 inh	rCAG binder	TCR CD3 inh	PRMT1 FP inh	Rev-erbA mod
#1 O=C1N/C(=C/c2ccc(N3CCCC3)cc2)C(=O)N1c1ccccc1
    8	-5	-4.8	-3	0	6	7	0	1	7
#2 CCn1c(SCC(=O)NCc2ccco2)nc2ccccc2c1=O
    0	3	1.2	3	2	1	4	3	5	8
#3 O=C(Nc1ccncc1)c1cc(S(=O)(=O)N2CCN(c3ccccc3)CC2)ccc1Cl
    -14	2	1.5	-2	-2	-1	4	3	2	-4
#4 CC(=O)c1cccc(-n2nnnc2SCC(=O)Nc2cc(C)on2)c1
    -3	0	0.9	-3	1	-3	3	-1	3	-3
#5 Cc1nc2nc(-c3cccnc3)nn2c(C)c1Cl
    1	-7	1.4	-4	-7	3	0	4	0	-6
#6 Cc1ccc(S(=O)(=O)N(C)C)cc1NC(=O)c1ccncc1
    -1	6	-1.2	1	2	2	1	-1	0	-3
#7 CCOc1ccccc1N(C)S(=O)(=O)c1ccc2[nH]cc(C(=O)N(CCOC)CCOC)c(=O)c2c1
    3	4	3.4	-1	0	3	3	-8	-1	-5
#8 O=C(COc1ccccc1[N+](=O)[O-])OC1CCS(=O)(=O)C1 (stereo unspecified)
    0	-3	-1.6	5	0	-4	-4	0	-3	2
#9 CN(C)c1ccc(NC(=O)c2ccc(Cn3cc([N+](=O)[O-])cn3)cc2)cc1
    22	1	-5.0	0	-3	5	-1	4	-5	2
#10 N=c1n(Cc2ccc(Cl)cc2)c2ccccc2n1CC(O)c1ccco1 (stereo unspecified)
    -6	-5	-1.8	-2	1	0	14	9	1	0
#11 CC1=C(C#N)C(Nc2cccc(C)n2)(C(F)(F)F)C(=O)N1 (stereo unspecified)
    2	-3	-0.2	0	-1	0	1	8	-3	-2
#12 COc1ccc(C2c3c4c(n(C)c3CCN2C)CCN(C)C4c2ccc(OC)cc2)cc1 (stereo unspecified)
    9	0	-1.3	-3	13	-6	-2	1	-4	-8
#13 O=C(NCC1CCN(c2ccc(S(=O)(=O)N3CCOCC3)cc2)CC1)c1ccc(Cl)cc1
    -5	1	-0.8	3	2	5	3	-6	1	-2
#14 Cc1cc(C(=O)CN2C(=O)NC3(CCCCC3)C2=O)c(C)n1-c1ccc2c(c1)OCO2
    -5	-5	-1.9	3	-2	-3	-2	5	1	-1
#15 Cc1cccc(S(=O)(=O)c2c(N)n(Cc3ccco3)c3nc4ccccc4nc23)c1
    -51	-2	-3.5	1	-6	-9	6	0	14	-1
#16 Cc1cccc(N2C(N)=NC(N)=NC23CCCCC3)c1
    -3	-3	0.3	0	0	7	1	3	-1	1
#17 CNC(=O)CCc1nc(-c2ccc(C(C)(C)C)cc2)no1
    3	-9	-1.7	1	-1	-10	0	2	-2	0
#18 CS(=O)(=O)c1ccc(Cl)c(NC(=O)COC(=O)/C=C/c2cnc3ccccc3n2)c1
    8	5	-3.8	3	2	-19	0	0	-9	1
#19 COC1=C/C(=C/c2c(O)c(C#N)c3ccccn23)C=CC1=O
    0	-7	-16	-2	-1	21	3	1	16	11
#20 S=C(Nc1ccccc1Cl)OCCN1CCCC12CCC(c1ccccc1)CC2 (stereo unspecified)
    nt	4	nt	-2	-1	4	nt	nt	57*	3
#21 O=C(Nc1ccc(F)cc1)C1CCC(N2C(=O)c3ccccc3C2=O)CC1 (stereo unspecified)
    1	1	-0.5	0	1	-8	-1	-1	-3	2
#22 O=[N+]([O-])c1cccc(S(=O)(=O)NC2CC3CCC2C3)c1 (stereo unspecified)
    -4	1	2.2	3	1	-1	-3	-2	3	-1
#23 CCS(=O)(=O)N1Cc2ccccc2CC1C(=O)Nc1cccc(OC)c1 (stereo unspecified)
    -13	1	-0.6	-1	-1	-2	5	-3	-1	-2
#24 O=C(Nc1cccc(Cl)c1)c1ccncc1
    -3	5	-1.0	-1	2	15	-3	-4	2	5
#25 Cc1nc(-c2cccnc2)sc1C(=O)Nc1cccc(C(F)(F)F)c1
    -35	5	-1.4	2	-3	-9	-2	2	-2	1
#26 Cc1ccc(NC(=O)CCNC(=O)c2ccco2)cc1Cl
    -1	0	-0.5	4	0	2	1	-6	0	-3
#27 Cc1cccc(C(=O)OCC(=O)NC(=O)Cc2ccccc2)c1O
    -5	-6	1.3	5	1	-9	3	-11	1	-1
#28 Cc1cccc2c1c1ccc3c(c1n2C)C(=O)C=CC3=O
    31	-4	-2.0	4	-5	48*	39*	5	12	4
#29 CCOC(=O)C1=C(C)NC2=C(C(=O)CCC2)C1c1coc2ccccc2c1=O (stereo unspecified)
    0	-4	-1.0	2	3	-1	0	-1	0	2
#30 COc1ccc(/C=C/C(=O)NC(=S)NNC(=O)c2c(-c3ccccc3)noc2C)cc1
    9	1	-1.2	-2	0	1	12	-2	0	-2
#31 CN(C)S(=O)(=O)c1ccc(C(=O)NCc2nnc(SCC(=O)NCc3ccco3)o2)cc1
    3	-6	-1.3	0	-1	-1	4	6	0	-5
#32 Cc1cc(N2CCN(C(=O)c3ccco3)CC2)c2ccccc2n1
    4	3	-3.3	3	1	-1	-1	-1	-6	0
#33 O=C(c1cc(=O)c2ccccc2o1)N1CCN(c2ccccc2F)CC1
    -2	-4	0.1	0	-1	1	-6	-3	1	-7
#34 O=S(=O)(c1ccc(Oc2ccc(Br)cc2)cc1)N1CCOCC1
    2	-2	-2.0	-1	1	-7	-1	6	1	2
#35 CCc1ccc(NC(=O)NCCCN2CCCC2=O)cc1
    2	-3	-0.2	1	-2	7	-1	4	5	2
#36 COC(=O)[C@]12C[C@H](CC(=O)NCc3ccccc3)C(=O)N(Cc3ccco3)C1=C[C@H](COCc1ccccc1)O[C@@H]2C
    nt	4	nt	7	0	-3	14	nt	-2	1
#37 O=C(CN1c2cccc3cccc(c23)S1(=O)=O)Nc1cccc(S(=O)(=O)N2CCOCC2)c1
    -9	-4	-0.4	1	0	5	16	0	1	-4
#38 CSc1ncccc1C(=O)NC(C)CCc1ccccc1 (stereo unspecified)
    -1	-5	-1.2	-2	0	-3	-2	3	-4	0
#39 N#CCCn1c(SCC(=O)Nc2ccc(N3CCOCC3)cc2)nc2ccccc21
    4	-7	-3.6	0	3	2	7	-5	4	-1
#40 O=C(O)c1ccc(CSC2CCCCC2)cc1
    -4	2	-2.6	0	-2	5	-1	8	-1	-1

No new results follow: eight of the compounds above.
Values in the order – HTRA1 inhibitor	MBD2 DNA inh	PG9 binder	LEDGF integ inh	UHRF1 binding	ABHD4 inh	rCAG binder	TCR CD3 inh	PRMT1 FP inh	Rev-erbA mod
#21 O=C(Nc1ccc(F)cc1)C1CCC(N2C(=O)c3ccccc3C2=O)CC1 (stereo unspecified)
    1	1	-0.5	0	1	-8	-1	-1	-3	2
#22 O=[N+]([O-])c1cccc(S(=O)(=O)NC2CC3CCC2C3)c1 (stereo unspecified)
    -4	1	2.2	3	1	-1	-3	-2	3	-1
#23 CCS(=O)(=O)N1Cc2ccccc2CC1C(=O)Nc1cccc(OC)c1 (stereo unspecified)
    -13	1	-0.6	-1	-1	-2	5	-3	-1	-2
#24 O=C(Nc1cccc(Cl)c1)c1ccncc1
    -3	5	-1.0	-1	2	15	-3	-4	2	5
#25 Cc1nc(-c2cccnc2)sc1C(=O)Nc1cccc(C(F)(F)F)c1
    -35	5	-1.4	2	-3	-9	-2	2	-2	1
#26 Cc1ccc(NC(=O)CCNC(=O)c2ccco2)cc1Cl
    -1	0	-0.5	4	0	2	1	-6	0	-3
#27 Cc1cccc(C(=O)OCC(=O)NC(=O)Cc2ccccc2)c1O
    -5	-6	1.3	5	1	-9	3	-11	1	-1
#28 Cc1cccc2c1c1ccc3c(c1n2C)C(=O)C=CC3=O
    31	-4	-2.0	4	-5	48*	39*	5	12	4

(list continues)
Values in the order – HTRA1 inhibitor	MBD2 DNA inh	PG9 binder	LEDGF integ inh	UHRF1 binding	ABHD4 inh	rCAG binder	TCR CD3 inh	PRMT1 FP inh	Rev-erbA mod
#41 CC(C)(C)c1ccc(C(=O)NCCOc2ccccc2F)cc1
    -12	2	-0.7	1	-1	-2	-6	2	-1	-2
#42 O=C1NC(c2cc3c(cc2Cl)OCO3)Oc2ccccc21 (stereo unspecified)
    8	-2	-0.1	-2	-1	-7	0	0	1	1
#43 Cc1nonc1OCCN1CCN(c2ccc([N+](=O)[O-])cc2)CC1
    -4	-1	-0.8	2	-3	-5	-3	6	-2	7
#44 Cc1ccc(C)c(NC(=O)c2ccc(OC(=O)c3ccco3)cc2)c1
    11	20*	1.0	-2	2	-16	-4	-1	0	2
#45 CCOC(=O)C1CCN(c2nc(-c3ccc(C)cc3)nc3ccccc23)CC1
    -18	-2	0.8	4	5	-7	1	7	-5	-4
#46 O=C(COC(=O)c1nc(Cl)ccc1Cl)NNC(=O)c1cccs1
    1	-4	-0.2	2	0	4	3	13	4	-3
#47 O=C1C(Oc2ccccc2)C(c2cccs2)N1Cc1ccc2c(c1)OCO2 (stereo unspecified)
    -10	-3	-0.3	1	3	-2	-1	-8	-3	5
#48 Cc1ccc(C(=O)Nc2ccc(Br)cc2)cc1S(=O)(=O)Nc1ccccn1
    -11	2	0.4	-1	3	-2	6	1	2	4
#49 Cc1nn(C2CCS(=O)(=O)C2)c(Cl)c1/C=C/C(=O)OCC(=O)Nc1ccc2c(c1)OCO2 (stereo unspecified)
    4	-1	-2.2	-1	-2	5	-2	2	0	-7
#50 Cc1ccc(S(=O)(=O)NC(=O)c2ccc(F)cc2)c(C)c1
    0	-6	0.1	1	-2	1	4	7	-4	-2
#51 Cc1nc2ccccc2c(=O)n1-c1ccc(NS(=O)(=O)c2ccc(F)cc2F)cc1
    -4	-3	0.7	-1	-1	11	14	3	1	6
#52 C=CCOc1c(Br)cc(CNCCCN2CCOCC2)cc1OC
    8	2	-1.0	-1	-1	3	-6	3	-1	-7
#53 Cc1c(Cc2ccccc2)c(=O)oc2cc(O)cc(O)c12
    -15	-8	0.9	2	-1	-22	17	2	0	2
#54 Cc1ccc(C)c(NC(=O)CN(C)C(=O)c2ccc(COc3ccccc3)cc2)c1
    -9	-1	1.9	3	2	-18	5	-11	-6	2
#55 CCOc1ccc(S(=O)(=O)N2CCC(C(=O)NCc3cccnc3)CC2)cc1C
    -10	2	1.2	-3	5	-14	-2	-5	8	2
#56 CCC(C)Sc1nc2c(cnn2-c2ccc(C)c(C)c2)c(=O)[nH]1 (stereo unspecified)
    -9	5	0.1	-4	-1	0	3	-7	5	-3
